# High-throughput results from PubChem.
# MITF primary = MITF inhibitors, primary screen, biochemical, AlphaScreen, human; AlphaScreen MITF homodimerization, bead proximity signal; inhibition, % at 2.6 µM; 0.91% of 650,000 active; in the data active = inhibition above about 50%;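 note: 0% = vehicle wells with protein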
# TEAD-YAP block = TEAD-YAP interaction inhibition, primary screen, TEAD-YAP interaction inhibitor project, luminescence, HEK-TIYL cells; 1.4% of 640,000 active; inhibition, % at 9.12 µM; AID 1259422, 2018; TEAD-Gal4/YAP UAS-luciferase luminescence; in the data active = inhibition above about 32%;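 note: 0% = median of test compound wells and 100% = reference inhibitor wells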
# GPR151 activ = activators of human GPR151, primary screen, cell-based, PathHunter beta-arrestin, luminescence; G-protein coupled receptor 151 (Homo sapiens), Q8TDV0; PathHunter beta-arrestin GPR151 cells; activation, % at 11.2 µM; 1% of 650,000 active; AID 1508602, 2020; in the data active = activation above about 4.9%;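 note: 0% = median of compound wells and 100% = cells with positive control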
# FBW7 act = FBW7 E3 ligase activators, primary screen, biochemical, AlphaScreen, human | 0.13% of 650,000 active | F-box/WD repeat-containing protein 7 (Homo sapiens), Q969H0 | normalized activity (activation), % at 26.1 µM | AlphaScreen FBW7–phospho-cyclin E peptide binding, activator screen; in the data active = normalized activity above about 1.9%;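 note: purified mutant Fbw7 with reduced substrate affinity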
# Target sequence (Q969H0 whole entry, looked up): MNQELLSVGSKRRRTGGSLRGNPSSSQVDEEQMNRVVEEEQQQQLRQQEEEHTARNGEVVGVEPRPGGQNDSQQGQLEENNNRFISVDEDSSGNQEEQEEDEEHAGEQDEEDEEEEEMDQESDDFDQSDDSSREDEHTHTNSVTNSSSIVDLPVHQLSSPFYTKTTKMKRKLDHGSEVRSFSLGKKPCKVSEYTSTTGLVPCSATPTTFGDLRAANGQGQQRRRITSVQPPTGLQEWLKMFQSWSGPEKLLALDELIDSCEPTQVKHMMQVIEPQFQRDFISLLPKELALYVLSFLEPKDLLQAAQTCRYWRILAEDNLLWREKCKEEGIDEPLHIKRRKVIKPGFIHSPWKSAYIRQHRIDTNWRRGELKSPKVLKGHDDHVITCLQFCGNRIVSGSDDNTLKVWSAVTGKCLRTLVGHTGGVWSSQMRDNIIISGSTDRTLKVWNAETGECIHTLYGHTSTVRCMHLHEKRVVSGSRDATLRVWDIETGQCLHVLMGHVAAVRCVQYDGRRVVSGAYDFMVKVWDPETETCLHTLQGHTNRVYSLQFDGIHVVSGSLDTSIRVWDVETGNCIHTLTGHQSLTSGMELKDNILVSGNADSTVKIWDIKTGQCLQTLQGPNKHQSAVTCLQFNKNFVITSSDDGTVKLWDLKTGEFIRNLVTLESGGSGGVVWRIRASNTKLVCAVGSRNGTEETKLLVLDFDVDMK
# * hit, by the source's call; x = no result given; & = joins results of further samples. Hits appear at their usual frequency, and some 3.4% of all compounds hit somewhere here.
molecule,GPR151 activ,TEAD-YAP block,FBW7 act,MITF primary
COc1ccc(/C(O)=C2\C(=O)C(=O)N(Cc3cccnc3)C2c2ccccc2OC)c(C)c1 (stereo not given),1.1,6,0.2,7
C(=N\N=C\c1ccc(N2CCOCC2)s1)/c1ccc(N2CCOCC2)s1,-0.3,0,0.1,4
COc1cc(CNC(C)(C)CO)c(Br)cc1OC(C)C,-0.4,12,0.1,3
N#CCCn1cc(C(=O)Nc2nccs2)c(-c2ccccc2)n1,1.9,7,0.1,4
O=C(O)CCCC(=O)N1CCCC(c2nc(-c3ccc(F)cc3)c3ccccn23)C1 (stereo not given),1.3,4,-0.7,6
Cc1ccc(Cn2c(SCC(=O)N3CCCC3)nc3ccsc3c2=O)cc1,0.6,12,0.0,-9
CCOC(=O)c1cccc(NC(=O)COc2cccc(C)c2)c1,-1.4,-6,-0.1,1
CCC(c1ccc(O)cc1)C(CC)c1ccc(O)cc1 (stereo not given),0.7&0.0&-0.2,1&-3,0.1&0.0&0.1,11&-3&17
COC(=O)c1c(NC(=O)COc2cc(C)ccc2C(C)C)sc2c1CCC2,0.1,-10,0.0,5
O=C(NCCc1ccccc1)N1CCC(c2nnc(C3CC3)s2)CC1,2.1,-11,2.6*,-7
CCOC(=O)c1cnc(SCC(=O)Nc2ccc(Oc3ccccc3)cc2)nc1N,2.6,3,0.1,6
COc1ccc(CCNC(=O)c2csc(NC3CCN(Cc4ccccc4)CC3)n2)cc1,2.5,7,0.1,21
Cc1ccc(S(=O)(=O)N[C@@H]2COC(=O)C/C=C/[C@@H](C)[C@H](NS(=O)(=O)c3ccc(C)cc3)COC(=O)[C@H](C)NC(=O)C/C=C/C2C)cc1 (stereo not given in full),3.0,x,-0.1,11
O=C(N/N=C/c1cc2c3c(c1O)CCCN3CCC2)c1ccncc1,0.3,75*,-1.0,66*
CCc1ccc(OC)c(S(=O)(=O)Nc2ccc3c(c2)N(C(=O)C2CCCC2)CC3)c1,-0.6,-2,0.1,9
Cc1c(Nc2c([N+](=O)[O-])cc([N+](=O)[O-])c3cccnc23)c(=O)n(-c2ccccc2)n1C,-1.0,1,0.9,12
CCCc1nc(SCC(=O)NCC(=O)OCC)c2c(C)c(C)sc2n1,-0.4,11,-0.1,-1
Cc1cccc(C(=O)N2CCN(c3ccc([N+](=O)[O-])c(NCc4ccco4)c3)CC2)c1,0.6,1,-0.1,2
O=C(NCCc1nnc2n1CCN(C1CCSC1)CC2)C1CCCCC1 (stereo not given),0.0,-3,0.1,-1
COc1ccc(C(=O)N/N=C/c2c(O)ccc3ccccc23)cc1,-1.7,58*,0.0,17
O=C(COC(=O)C1(c2cccc(F)c2)CCCC1)Nc1ccc2[nH]c(=O)[nH]c2c1,1.2,2,-0.1,8
CC(C)NC(=O)c1cc(=O)[nH]c2ccc(S(=O)(=O)N3CCCCCC3)cc12,-1.0,4,0.5,10
Cc1ccc2[nH]c(=O)c(NC(N)=S)nc2c1,0.8,13,-0.1,4
COc1cccc(-n2c(SCC(=O)NCC3CCCO3)nc3n[nH]c(C)c3c2=N)c1 (stereo not given),0.7,-6,-0.2,11
CC(C)[C@H](NC(=O)c1ccco1)C(=O)OCC(=O)NC(=O)NC(C)(C)C,-2.1,-2,-0.2,-6
COc1ccc(C(=O)NC2CCCCC2)cc1OC1CCN(C(C)C)CC1,-0.3,5,0.2,12
COc1ccc(C(=O)C2CCCN(C(=O)c3c(C)nc4ncccn34)C2)c(C)c1 (stereo not given),-0.7,18,0.1,-11
CCOc1ccc(C(=O)NC2CC2)cc1,-0.7,-7,0.1,-4
CC(=O)Nc1ccc(Nc2nc(N3CCOCC3)nc3nc[nH]c23)cc1,0.0,10,-0.1,17
CCOc1cc(/C=C(\C#N)c2nc3ccc(C)cc3[nH]2)cc(Br)c1OC,1.8,-4,0.1,-2
CCCC1C2c3ccccc3C(c3ccccc32)C1C(=O)Nc1cccc(C)c1 (stereo not given),1.1,-6,0.0,-11
O=S(=O)(N/N=C/c1ccc(Cl)c(Cl)c1)c1ccccc1,-0.4,8,-0.1,7
CCc1cc(=O)oc2cc(OCC(C)=O)ccc12,-0.2,4,0.0,-11
O=C(CSc1ccccc1)Nc1ccccc1I,1.5,-24,0.3,-2
COC(=O)c1nc2n(n1)C(c1ccc(F)cc1)C1=C(CC(C)(C)CC1=O)N2 (stereo not given),-0.3,10,0.3,16
COCc1ccc(CN2CCc3nnc(C(C)NC(=O)CCc4ccccc4)n3CC2)o1 (stereo not given),-1.3,10,-0.2,15
Cc1ccc(OCCn2c(NC(=O)c3ccc(Cl)cc3)nc3ccccc32)cc1,1.6,2,0.0,1
Cc1cc(Cl)ccc1NC(=S)Nc1cccnc1,-1.3,-8,0.1,14
CCOC(=O)C1=C(C)N=c2s/c(=C/c3cc([N+](=O)[O-])ccc3N3CCN(C)CC3)c(=O)n2C1c1ccc(Cl)cc1 (stereo not given),0.3,-4,0.0,1
CCCCC(=O)Nc1ccc(C(=O)Nc2ccc([N+](=O)[O-])cc2OC)cc1,0.4,1,-0.5,5
Cc1ccc(C(=O)NNC2=NCCC2)cc1,5.6*,-6,0.5,-1
Cc1n[nH]c(=O)n1-c1ccc(C(C)(C)C)cc1,-1.1,3,0.1,5
Cc1nn(CC(=O)N(Cc2ccncc2)C2CC2)c(=O)c2cc3occc3n12,-1.2,-8,-0.1,9
O=S(=O)(c1ccc(NCC2CCCO2)nc1)N1CCC(Cc2ccccc2)CC1 (stereo not given),0.0,-4,0.3,12
Cc1cc(C)n(C(=O)/C=C/c2ccc(Br)cc2)n1,0.3,-6,-0.1,55*
COc1cccc(C(=O)N2CCC(C(=O)N3CCOCC3)CC2)c1,1.6,-9,-0.1,-10
CCOCCOC(=O)C1=C(C)NC2=C(C(=O)CC(c3ccccc3)C2)C1c1ccc(Br)cc1 (stereo not given),0.9,-5,0.1,-14
O=C(Nc1ccc(-c2noc(-c3ccccc3Br)n2)cc1)c1ccccn1,-0.6,-31,-0.1,3
COc1ccc(C(C)=O)cc1N1C(=O)C2C3c4ccccc4C(c4ccccc43)C2C1=O (stereo not given),0.9,-3,1.2,25
CC1=C(C(=O)OCC2CCCO2)C(c2c(F)cccc2Cl)NC(=O)N1C (stereo not given),-0.2,2,-0.1,-13

# Shown as labelled records: two of the compounds above.
structure: N#CCCn1cc(C(=O)Nc2nccs2)c(-c2ccccc2)n1
  GPR151 activ: 1.9; TEAD-YAP block: 7; FBW7 act: 0.1; MITF primary: 4

structure: O=C(O)CCCC(=O)N1CCCC(c2nc(-c3ccc(F)cc3)c3ccccn23)C1 (stereo not given)
  GPR151 activ: 1.3; TEAD-YAP block: 4; FBW7 act: -0.7; MITF primary: 6

# Next records.
molecule,GPR151 activ,TEAD-YAP block,FBW7 act,MITF primary
COc1ccc(C(=O)N/N=C/c2ccc(OC)c(Br)c2)cc1,0.1,-14,-0.2,-2
COc1ccc(OC)c(NC(=O)c2c(-c3ccccc3)noc2C)c1,0.5,18,0.0,20
O=C(CCCNS(=O)(=O)c1cccc2nsnc12)N1CCCCC1,0.0,-3,-0.2,-15
Cc1ccccc1CN1CCN(C(=O)c2ccccc2)CC1,-0.6,2,0.1,37
CCOc1cccc(=O)c2c(C)n(-c3ccc4c(c3)OCO4)c(C)c12,-0.2,-9,-0.1,-1
O=C1C2C(C(=O)N1Cc1ccc([N+](=O)[O-])cc1)C1C=CC2C12CC2 (stereo not given),0.3,1,0.0,-4
COc1cc(-c2nc3cnccn3c2NC2CCCCC2)cc(OC)c1OC,-0.1,38*,0.3,14
NC(=O)c1cccc(-c2cnc(Nc3ccc(N4CCOCC4)cc3)c3nccn23)c1,-0.4,-37,0.0,-2
COc1cc(OC)c(NC(=O)C(C(C)C)N2Cc3ccccc3C2=O)cc1Cl (stereo not given),-1.4,-11,0.2,-12
CC(C)C(NS(=O)(=O)c1c(Cl)cccc1Cl)C(=O)O (stereo not given),2.9,-10,-0.2,12
Cc1ccc(N2C(=O)NC(NS(=O)(=O)c3ccccc3)(C(F)(F)F)C2=O)cc1C (stereo not given),1.9,7,-0.3,1
CCNc1nc(C)cc(Nc2ccccc2)n1,-2.2,-9,-0.1,1
C=COc1ccc(NC(=O)c2ccccc2C(=O)O)cc1,0.5,1,-0.3,19
CCCNc1cc(N2CCc3ccccc3C2)nc(N)n1,-1.6,-45,-0.2,10
COc1ccc(-c2nc(C#N)c(N3CCC(C(N)=O)CC3)o2)cc1,-0.8,-6,-0.2,-8
NC(=O)c1ccccc1OCC(=O)Nc1cc(Cl)ccc1Oc1ccccc1,0.3,9,0.0,-16
COc1ccc(C2CC(=O)C3=C(C2)Nc2ccccc2N(C(C)=O)C3c2ccc(F)cc2)cc1 (stereo not given),0.2,8,0.2,5
CCOc1ccc(C2C(C(=O)OC(C)(C)C)C(=O)CC(C)(O)C2C(=O)OC(C)(C)C)cc1 (stereo not given),0.8,1,-0.1,-14
COc1ccc(C2C(C(=O)c3ccccc3)C(=O)CC(C)(O)C2C(=O)c2ccccc2)cc1 (stereo not given),-0.4,-2,0.6,-4
COc1ccccc1NC(=O)COc1cc(C)cc(C)c1,-1.7,-6,0.1,10
CC1CCCC(NC(=O)CCCCCNS(=O)(=O)c2ccc(Br)cc2)C1C (stereo not given),-0.2,9,0.1,6
CCOC(=O)c1cc(-c2ccccc2)sc1NC(=O)CN1C(=O)c2ccccc2C1=O,-0.2,16,0.2,6
CCOc1ccccc1-n1c(SCC(=O)N(CC)CC)nnc1-c1ccncc1,-0.4,-2,0.0,-5
O=C(Nc1ccc(-c2ccc3nnc(-c4ccncc4)n3n2)cc1)c1ccc(Cl)cc1,1.6,8,0.4,8
O=C(Nc1ccc(F)c(Cl)c1)c1nn(-c2ccc(Cl)cc2)c(=O)c2ccccc12,-1.1,-1,-0.2,-9

# 3 records picked at random from those above, as already listed:
molecule,GPR151 activ,TEAD-YAP block,FBW7 act,MITF primary
COc1ccccc1NC(=O)COc1cc(C)cc(C)c1,-1.7,-6,0.1,10
O=C(Nc1ccc(-c2ccc3nnc(-c4ccncc4)n3n2)cc1)c1ccc(Cl)cc1,1.6,8,0.4,8
COc1ccc(OC)c(NC(=O)c2c(-c3ccccc3)noc2C)c1,0.5,18,0.0,20

# (list continues)
molecule,GPR151 activ,TEAD-YAP block,FBW7 act,MITF primary
Cc1noc(NS(=O)(=O)c2ccc(N/C=C\C(=O)c3ccccc3)cc2)c1C,-1.6,-14,-0.1,5
O=C(CCCOc1ccc(Cl)cc1)Nc1ccc(S(=O)(=O)Nc2nccs2)cc1,-0.7,-8,0.2,4
CC1CN(S(=O)(=O)c2ccc(F)c(Cl)c2)CC(C)O1 (stereo not given),2.3,6,0.0,1
COc1ccccc1-c1ccnc(-n2ncc(C(=O)NCC(C)(C)CN(C)C)c2C)n1,-1.1,3,0.1,9
O=C(CN(Cc1ccccc1)S(=O)(=O)c1ccc(F)cc1)N1CCc2ccccc21,0.6,-12,0.1,4
Cc1nc2c(C)cccn2c1C(=O)N(C)Cc1ccccc1,0.1,10,-0.4,8
OCCN(Cc1ccccc1)C(=S)Nc1ccc(F)cc1,1.0,3,0.0,-8
O=C(NCc1ccccc1Cl)C1CCCN1C(=O)Nc1ccccc1 (stereo not given),0.4,1,0.0,-13
Cc1cc(C(=O)OCC(=O)Nc2cccc(S(N)(=O)=O)c2)ccc1[N+](=O)[O-],-0.4,1,-0.1,6
COc1ccc(N2C(=O)c3ccc4c5c(ccc(c35)C2=O)CC4)c(OC)c1,1.1,1,-0.2,-12
Cc1ccc(-c2csc(NC(=O)c3ccc(Cl)cc3Cl)n2)cc1C,-0.8,-3,0.2,10
CCOC(=O)C1=C(O)/C(=C\c2cccc(Cl)c2)N=C1C,-0.5,-1,0.1,-4
CC(C)NS(=O)(=O)c1ccc(NC(=O)c2ccc(C(C)(C)C)cc2)cc1,0.2,12,0.3,13
CN1CCc2c(sc(NC(=O)c3ccco3)c2C(N)=O)C1,0.6,-10,0.1,-6
COc1ccc(Cl)cc1N1C(=O)NC2CC1(C)Oc1ccc([N+](=O)[O-])cc12 (stereo not given),-1.0,2,0.1,-20
C=CC(C)n1c(=O)c2c(nc3n2CCN3c2ccc(Oc3ccccc3)cc2)n(C)c1=O (stereo not given),2.2,7,0.1,4
O=C(c1ccc(S(=O)(=O)c2ccc(Br)cc2)c([N+](=O)[O-])c1)N1CCN(c2ccc(F)cc2)CC1,0.7,11,0.0,-12
CN(C)CCOC(=O)c1ccccc1Br,0.0,10,0.3,-20
COC(=O)CNC(=O)C(CC(C)C)NC(=O)C(Cc1ccccc1)NC(=O)OC(C)(C)C (stereo not given),-0.8,0,0.0,9
O=C(CN(Cc1ccc(F)cc1)S(=O)(=O)c1ccc(Cl)cc1)NCCO,0.8,11,-0.1,-21
CC(C)(COC(=O)c1cccc2ccccc12)N=C1NS(=O)(=O)c2ccccc21,6.1*,-1,-0.2,-8
